Abeta rescue = compounds reversing amyloid beta toxicity in yeast; Potency, µM (top dose mostly 46.1 µM), without a hit: at the top dose growth rescue, actives largely listed as activators; yeast expressing A-beta42, growth rescue, OD600, 48 h; response scale: 0% DMSO, 100% iron-clioquinol control; AID 1347071; 410,000 compounds, 0.063% hits; also: potency is read from the fitted curve at half-maximal effect; nearly all actives have a fitted effect of over 55% in size
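Growth rescue measured by 600 nm absorbance after 48 h yeast culture at 30 C with compound. Values normalized between DMSO and an equimolar ferric chloride plus clioquinol control.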
D3 antag = blocks the human D3 dopamine receptor; P35462; D3R cells, DiscoveRx beta-arrestin luminescence, antagonist mode; hits give low values; max response, negative = inhibition, %; 360,000 compounds, 2.5% hits; in the data active = max response below about -50%; inconclusive = no clear call, values can overlap the other calls; also: % is scaled to controls: 0 for no effect and ±100 for the full control effect; mostly tested at two doses, the higher about 12 µM
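Cells expressing the human receptor were seeded at 1500 cells/well, incubated overnight at 37 degrees C in 5% CO2, then exposed to library compounds with dopamine controls for 90 minutes at 37 degrees C before luminescent detection.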
aSyn yeast inh = rescues yeast growth from alpha-synuclein toxicity; Potency, µM (series often up to 46.1 µM), inactives show at the highest dose growth rescue (activation), usual class: activators; Yeast expressing alpha-synuclein, growth rescue, BacTiter-Glo, 24 h; 370,000 compounds, 0.14% hits; AID 652106; also: potency is read from the fitted curve at half-maximal effect; % of control where 0% means no effect; nearly all actives have a fitted effect of over 65% in size
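Readout is rescue of growth in alpha-synuclein-expressing yeast, so inhibitors of toxicity appear as activators. Growth after 24 hr at 30 deg C in galactose medium is quantified by luminescence.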
DRD3 agonist = activates the human D3 dopamine receptor | D3R DiscoveRx beta-arrestin cells, luminescence, 90 min | max activation, % | 410,000 compounds, 0.58% hits; in the data active = max activation above about 30%; also: 0% is about no effect; mostly tested at two doses, the higher about 12 µM
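Cells at 1500/well, incubated overnight, then treated with pinned compounds (dopamine as control) for 90 min at 37 degrees C. DiscoveRx reagent added for 30 - 60 minutes at room temperature; luminescence read.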
TDP43 rescue = TDP-43 toxicity inhibition in yeast. TDP-43 expressing yeast growth rescue, BacTiter-Glo, 24 h. Potency, µM (series often up to 46.1 µM), without a hit: top-dose growth rescue (activation), hits mostly activators. 410,000 compounds, 1.8% hits. AID 652104; also: potency is read from the fitted curve at half-maximal effect; % of control where 0% means no effect; nearly all actives have a fitted effect of over 50% in size
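In this qHTS, compounds that restore growth of yeast expressing TDP-43 appear as activators. Cells (OD600=0.02, galactose medium, raffinose-pregrown) are incubated with compound 24 hr at 30 deg C and growth is quantified by BacTiter-Glo.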
EPAC2 antagonist = blocks human EPAC2 exchange factor. EPAC2 GEF exchange of Rap1B-BODIPY-GDP, fluorescence. Q8WZA2. 360,000 compounds, 0.18% hits. Potency, µM (doses to about 114 µM), without a hit: at the highest dose activity, negative = inhibition, usual class: inhibitors. AID 720708; also: potency is read from the fitted curve at half-maximal effect; % is scaled to controls: 0 for no effect and ±100 for the full control effect; nearly all actives have a fitted effect of over 45% in size; many of its hits are not listed in these tables
Target sequence (Q8WZA2 whole entry, looked up): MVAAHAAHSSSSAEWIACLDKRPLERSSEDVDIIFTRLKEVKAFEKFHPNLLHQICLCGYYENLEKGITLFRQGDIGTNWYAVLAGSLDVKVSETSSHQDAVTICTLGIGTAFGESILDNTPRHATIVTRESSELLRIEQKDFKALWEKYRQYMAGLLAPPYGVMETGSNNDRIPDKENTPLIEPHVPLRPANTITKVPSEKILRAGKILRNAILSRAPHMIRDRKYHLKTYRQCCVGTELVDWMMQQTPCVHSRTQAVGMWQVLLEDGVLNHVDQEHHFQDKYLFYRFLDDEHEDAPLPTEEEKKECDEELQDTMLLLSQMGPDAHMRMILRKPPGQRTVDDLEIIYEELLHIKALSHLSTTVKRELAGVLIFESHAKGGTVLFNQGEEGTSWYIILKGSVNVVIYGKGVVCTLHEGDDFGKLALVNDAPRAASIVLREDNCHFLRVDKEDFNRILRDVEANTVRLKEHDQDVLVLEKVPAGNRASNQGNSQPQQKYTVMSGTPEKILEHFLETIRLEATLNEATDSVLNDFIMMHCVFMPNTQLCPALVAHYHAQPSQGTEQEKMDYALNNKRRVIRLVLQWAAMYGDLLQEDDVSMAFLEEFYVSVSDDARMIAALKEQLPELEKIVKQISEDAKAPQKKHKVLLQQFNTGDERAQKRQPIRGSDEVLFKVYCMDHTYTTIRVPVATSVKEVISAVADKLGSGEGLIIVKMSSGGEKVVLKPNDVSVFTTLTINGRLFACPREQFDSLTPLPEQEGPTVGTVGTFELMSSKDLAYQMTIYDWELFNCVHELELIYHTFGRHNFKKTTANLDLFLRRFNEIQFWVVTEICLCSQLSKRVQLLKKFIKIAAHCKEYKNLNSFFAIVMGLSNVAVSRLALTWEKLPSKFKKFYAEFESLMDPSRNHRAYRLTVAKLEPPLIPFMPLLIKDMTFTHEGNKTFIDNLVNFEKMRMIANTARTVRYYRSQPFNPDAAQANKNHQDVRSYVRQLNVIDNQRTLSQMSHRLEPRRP
EPAC2 agonist = agonists of human EPAC2 (RAPGEF4); EPAC2 activation, biochemical qHTS; response scale: 100% = 6.5 mM cAMP response; Potency, µM (series often up to 154 µM), inactives show at the highest dose activation, usual class: activators; Q8WZA2; 360,000 compounds, 0.079% hits; also: potency is read from the fitted curve at half-maximal effect; nearly all actives have a fitted effect of over 50% in size
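In this primary screen, activation is scored as increased exchange of BODIPY-GDP from Rap1B by 100 nM EPAC2, with 50 uM GDP as competitor. Signal is normalized to the 6.5 mM cAMP agonist control.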
FUS suppressor = suppressors of FUS proteinopathy in yeast; S. cerevisiae FUS-expressing, growth rescue, OD600, 24 h; Potency, µM (titrated, usually from 76.6 µM), for the others: at the top dose growth rescue (activation), most hits filed as activators; AID 1347120; 390,000 compounds, 0.24% hits;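 also: potency is read from the fitted curve at half-maximal effect; plate controls were DMSO vehicle for no effect and reference control for full effect; nearly all actives have a fitted effect of over 55% in size; some results filed as inactive show a strong effect at the top dose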
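Read-out: OD at 600 nm after 24hr at 30C, reporting rescue of FUS-induced yeast toxicity. Cells at OD 0.005 in galactose (2%) minimal medium; compounds tested in a dilution series; CP55940 titration from 92uM final as control.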
The depositor's hits bear a star; ? = inconclusive; · = no result given; [ ] = another dose, or the depositor's remark. Unless noted, calls follow the shape of the dose curve; as a rule, active = well fitted curve in the direction sought with a large enough effect; inconclusive = small, poorly fitted or top-dose-only effect, or another doubt; inactive = no such curve, though single readings can be large; an effect the other way counts as inactive or inconclusive.

SMILES	Abeta rescue	D3 antag	aSyn yeast inh	DRD3 agonist	TDP43 rescue	EPAC2 antagonist	EPAC2 agonist	FUS suppressor
Cc1cc(C(=O)NC(=S)Nc2ccccc2N2CCCC2)ccc1[N+](=O)[O-]	9%	9	5%	0	10%	3%	7%	·
CSc1nnc(-c2ccc(C(F)(F)F)cn2)o1	-2%	4	-1%	17	4%	11%	5%	-3%
COc1cc(C(=O)Nc2cc(S(=O)(=O)N3CCOCC3)ccc2N2CCOCC2)cc(OC)c1C	5%	5	8%	-2	12%	-15%	4%	19%
O=S(=O)(NC(=NCc1ccccc1)c1ccccc1F)c1ccccc1	15%	-8	1%	4	18%	3%	4%	-25%
CC(=O)Nc1ccc(C(=O)NNC(=O)C2CC2)cc1	12%	7	3%	10	12%	11%	-1%	-9%
COc1ccc(/C=N/Nc2ccc(C(=O)O)cc2)c(OC)c1OC	5%	-26	-2%	-1	26%	-19%	5%	1%
Cc1ccc(C(=O)c2c3ccc(C(F)(F)F)cc3[n+]([O-])n2CCCN)cc1	9%	25	2%	-23	-3%	-5%	3%	4%
Cc1ccc(N(C(C)C(=O)Nc2ccccc2C(=O)N2CCOCC2)S(C)(=O)=O)cc1C (stereo unspecified)	4%	5	2%	-3	7%	7%	5%	10%
CCN(C(=S)Nc1cccnc1)c1ccccc1	-9%	5	-4%	8	15%[9.22 µM]	18%	2%	-5%
CCOc1ccccc1NC(=O)c1cnn2c(C(F)F)cc(-c3ccccc3)nc12	-12%	·	·	10	15%	·	·	-16%
CC(OC(=O)c1nsc(Cl)c1Cl)C(=O)NC(C)(C)C (stereo unspecified)	-2%	-3	9%	-5	-12%	14%	1%	12%
CCO[C@@H]1OC(C(=O)NC2CC2)=C[C@H](C(C)(C)C)[C@H]1CCCO	0%	-11	-8%	8	4%	9%	5%	0%
CCN(C[C@H]1N[C@@](Cc2ccccc2)(C(=O)OC)[C@H]2C(=O)N(C)C(=O)[C@@H]12)C(=O)Nc1ccc(Cl)cc1	-9%	-26	0%	0	0%	-4%	3%	10%
CC(C)(CNC(=O)/C=C/c1ccc(F)cc1)CNC(=O)/C=C/c1ccc(F)cc1	0%	21	8%	17	16%	-8%	1%	4%
C=CCn1c(SCC(=O)C(C)(C)C)nnc1-c1cccs1	5%	-4	1%	2	8%	1%	-2%	13%
CCOC(=O)c1c(C)[nH]c(C(=O)COC(=O)CCC2CCCC2)c1C	21%	9	2%	14	2%	-1%	2%	5%
COc1ccc(CCNC(=O)C2CCCN(S(=O)(=O)N3CCCCCC3)C2)cc1OC (stereo unspecified)	12%	20	-1%	-13	-15%	12%	-4%	-2%
CCS(=O)(=O)N1CCC(c2nc(-c3ccc(C)cc3)no2)CC1	10%	31	0%	8	5%	1%	-8%	42%
CCCCCOc1ccc(CSc2ncn[nH]2)cc1	-27%	3	-30%[inhibitor]	8	20%	-16%	6%	21%
COc1ccccc1N1CCN(S(=O)(=O)c2c(C)sc3ncn(CC(=O)N(C)c4ccc(Cl)cc4)c(=O)c23)CC1	-5%	·	·	6	7%	·	·	22%
Cc1nc2cc3nc(C(F)(F)F)[nH]c3cc2[nH]1	-2%	6	2%	1	3%	3%	7%	-20%
C=CCOC(=O)C1=C(C)NC(=O)NC1c1ccc(OCC)cc1 (stereo unspecified)	1%	6	-2%	1	2%	9%	13%	12%
CCN(CC)S(=O)(=O)c1cc(C(=O)Nc2cc(S(=O)(=O)N3CCOCC3)ccc2N2CCN(C)CC2)ccc1C	2%	-1	2%	0	24%	-4%	-4%	25%
Cc1cccc(NC(=O)CC2NC3CCCCC3NC2=O)c1 (stereo unspecified)	10%	10	-5%	4	-1%	3%	-4%	8%
Cc1c(C(=O)Nc2ccc(OCc3ccccc3)cc2)cccc1[N+](=O)[O-]	-5%	-4	-10%	1	-15%	10%	3%	10%

Eleven of these compounds in another layout.
| SMILES | Abeta rescue | D3 antag | aSyn yeast inh | DRD3 agonist | TDP43 rescue | EPAC2 antagonist | EPAC2 agonist | FUS suppressor |
| --- | --- | --- | --- | --- | --- | --- | --- | --- |
| Cc1ccc(C(=O)c2c3ccc(C(F)(F)F)cc3[n+]([O-])n2CCCN)cc1 | 9% | 25 | 2% | -23 | -3% | -5% | 3% | 4% |
| Cc1ccc(N(C(C)C(=O)Nc2ccccc2C(=O)N2CCOCC2)S(C)(=O)=O)cc1C (stereo unspecified) | 4% | 5 | 2% | -3 | 7% | 7% | 5% | 10% |
| CCN(C(=S)Nc1cccnc1)c1ccccc1 | -9% | 5 | -4% | 8 | 15%[9.22 µM] | 18% | 2% | -5% |
| CCOc1ccccc1NC(=O)c1cnn2c(C(F)F)cc(-c3ccccc3)nc12 | -12% | · | · | 10 | 15% | · | · | -16% |
| CC(OC(=O)c1nsc(Cl)c1Cl)C(=O)NC(C)(C)C (stereo unspecified) | -2% | -3 | 9% | -5 | -12% | 14% | 1% | 12% |
| CCO[C@@H]1OC(C(=O)NC2CC2)=C[C@H](C(C)(C)C)[C@H]1CCCO | 0% | -11 | -8% | 8 | 4% | 9% | 5% | 0% |
| CCN(C[C@H]1N[C@@](Cc2ccccc2)(C(=O)OC)[C@H]2C(=O)N(C)C(=O)[C@@H]12)C(=O)Nc1ccc(Cl)cc1 | -9% | -26 | 0% | 0 | 0% | -4% | 3% | 10% |
| CC(C)(CNC(=O)/C=C/c1ccc(F)cc1)CNC(=O)/C=C/c1ccc(F)cc1 | 0% | 21 | 8% | 17 | 16% | -8% | 1% | 4% |
| C=CCn1c(SCC(=O)C(C)(C)C)nnc1-c1cccs1 | 5% | -4 | 1% | 2 | 8% | 1% | -2% | 13% |
| CCOC(=O)c1c(C)[nH]c(C(=O)COC(=O)CCC2CCCC2)c1C | 21% | 9 | 2% | 14 | 2% | -1% | 2% | 5% |
| COc1ccc(CCNC(=O)C2CCCN(S(=O)(=O)N3CCCCCC3)C2)cc1OC (stereo unspecified) | 12% | 20 | -1% | -13 | -15% | 12% | -4% | -2% |

The results go on:
SMILES	Abeta rescue	D3 antag	aSyn yeast inh	DRD3 agonist	TDP43 rescue	EPAC2 antagonist	EPAC2 agonist	FUS suppressor
O=C(NCCc1cccc(F)c1)C1CCC(=O)N(CCCc2ccccc2)C1 (stereo unspecified)	11%	3	1%	-3	9%	3%	-5%	·
CNS(=O)(=O)c1c(C)cc(C)c(N(C)S(=O)(=O)c2ccccc2)c1C	0%	-10	-5%	-6	-14%[9.22 µM]	-8%	5%	7%
CCOC(=O)c1ccccc1NC(=O)COC(=O)CCC(=O)c1ccccc1	4%	17	6%	8	-4%	?	10%	·
COC(=O)c1c(C#N)c(N)nc2c1CCCC2	17%	30	6%	4	23%	2%	7%	9%
CCCc1cc2c(cc1NC(=O)Cc1ccccc1)OCO2	5%	-2	0%	1	3%	5%	16%	0%
CC1=C(C(=O)N2CCOCC2)CC(CC(=O)NC(c2ccccc2)c2ccccc2)C(=O)N1CCC1=CCCCC1 (stereo unspecified)	-12%	0	-3%	-15	6%	8%	7%	10%
C[C@H](NC(=O)c1ccccc1Cl)C(=O)OCC(=O)N1CC2(C)CC1CC(C)(C)C2 (stereo partly specified)	3%	11	-1%	1	11%	3%	3%	-6%
CN(C)c1ccc(/C=N/NC(=O)c2ccc(Cn3cc(Br)cn3)o2)cc1	12%	-12	-8%	10	-9%	-12%	9%	49%
O=C(Nc1ccc(NC(=O)c2ccco2)cc1)c1ccc2c(c1)OCO2	-22%	-14	-6%	-2	-25%	0%	-48%[inhibitor][15.6 µM]	28%
CCOCC(=O)N1CCN(c2cccc(Cl)c2)CC1	4%	0	7%	11	28%	4%	-2%	-8%
O=C1CCC(C(=O)N(c2ccccc2)C2(C(=O)NC3CCCCC3)CCCCC2)N1 (stereo unspecified)	19%	12	1%	4	9%	1%	-3%	8%
Cc1cc(=O)n2nc(N3CCCC(C(=O)NCCCN4CC(C)CC(C)C4)C3)sc2n1 (stereo unspecified)	11%	0	0%	-7	-6%	-5%	4%	-18%
CSc1nc(C)cc(OCCO)n1	-5%	1	-3%	3	11%	8%	-3%	-3%
CC(C)(C)CNC(=O)c1cccc2c1C(=O)c1ccc(N3CCCC3)cc1S2(=O)=O	-26%	70	-3%	23	-16%	18%	26%	0%
CCC1(C)N(O)C(C)(C)C(c2ccc(OC)cc2)=[N+]1[O-] (stereo unspecified)	-16%	-7	-3%	-5	-18%	0%	0%	-9%
CC(=O)OCC1=C(C(=O)O)N2C(=O)C(NC(=O)COc3ccc(F)cc3)C2SC1 (stereo unspecified)	-1%	-21	0%	-9	-25%	14%	16%	16%
COc1ccc(C(CNC(=O)COc2ccc(Cl)c(C)c2)N2CCCCC2)cc1 (stereo unspecified)	·	-95*	1%	-19	5%	-1%	3%	7%
CCS(=O)(=O)N1CCC(C(=O)NCc2cccc(OC)c2)CC1	-13%	5	-3%	2	0%	4%	2%	-14%
Cc1nc2cc(Oc3nc(NCCN(C)C)nc4ccsc34)ccc2s1	-6%	-59*	-2%	-15	4%	15%	14%	-7%
Cc1[nH]c2ccccc2c1C(=O)C(=O)NC1CC(=O)N(c2cccc(F)c2)C1 (stereo unspecified)	0%	·	·	4	7%	·	·	16%
O=C(CCCc1ccccc1)NCc1ccccn1	-10%	7	2%	-13	14%	6%	-3%	-10%
COc1ccc([N+](=O)[O-])cc1NC(=O)c1csc(C)c1	-2%	7	1%	-2	18%	3%	5%	-4%
O=S(=O)(c1ccc(OC(F)(F)F)cc1)N1CCCC(N2CCOCC2)C1 (stereo unspecified)	-6%	-8	2%	-1	4%	-4%	0%	1%
CCn1cc(C(=O)NCCC(=O)NCCCO)c(=O)c2cc3c(cc21)OCO3	16%	12	12%	9	9%	13%	6%	-19%
O=C(Nc1ccc(Cl)cc1)c1ccc(-n2cnnc2)cc1	-1%	·	·	-6	15%	·	·	8%
O=C(c1cccc(O)c1)N1CCN(C(=O)C2CC2)CC1	0%	-8	0%	1	24%	4%	-5%	·
Cc1ccc(NC(=S)C2=C(O)c3ccccc3N(C)S2(=O)=O)cc1	-6%	-73*	-16%	-3	10%	-3%	-10%	12%

Source: PubChem BioAssay (National Center for Advancing Translational Sciences (NCATS))

Some of the compounds tested (hit frequency here may not be typical).
